Screening results: PubChem BioAssay, The Scripps Research Institute Molecular Screening Center
FBW7 act – activators of human E3 ligase FBW7; Q969H0; 650,000 tested, 0.13% active; normalized activity (activation), % at 26.1 µM; AlphaScreen FBW7–phospho-cyclin E peptide binding, activator screen; in the data active means normalized activity above about 1.9%;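 further: purified mutant Fbw7 with reduced substrate affinity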
Target sequence (Q969H0 whole entry, looked up): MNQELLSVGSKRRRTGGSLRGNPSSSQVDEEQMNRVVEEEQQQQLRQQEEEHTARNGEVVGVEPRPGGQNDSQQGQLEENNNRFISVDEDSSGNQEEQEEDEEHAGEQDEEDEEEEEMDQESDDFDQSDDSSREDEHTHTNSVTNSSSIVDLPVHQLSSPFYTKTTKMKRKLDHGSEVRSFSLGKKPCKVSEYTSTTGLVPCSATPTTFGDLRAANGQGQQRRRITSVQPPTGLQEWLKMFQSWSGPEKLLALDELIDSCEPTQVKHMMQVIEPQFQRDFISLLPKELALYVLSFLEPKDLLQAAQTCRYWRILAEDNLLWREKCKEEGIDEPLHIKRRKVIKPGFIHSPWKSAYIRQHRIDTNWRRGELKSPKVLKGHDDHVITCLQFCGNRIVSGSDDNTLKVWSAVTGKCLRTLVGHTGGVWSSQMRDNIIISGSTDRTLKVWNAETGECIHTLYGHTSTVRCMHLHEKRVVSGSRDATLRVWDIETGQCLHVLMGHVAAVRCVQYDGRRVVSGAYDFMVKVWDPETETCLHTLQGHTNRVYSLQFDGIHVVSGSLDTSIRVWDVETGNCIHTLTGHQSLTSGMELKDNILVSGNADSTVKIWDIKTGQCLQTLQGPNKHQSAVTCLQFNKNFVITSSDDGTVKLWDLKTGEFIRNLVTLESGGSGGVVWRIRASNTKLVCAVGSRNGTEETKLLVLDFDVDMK
GPR151 ag – human GPR151 activation; Q8TDV0; PathHunter beta-arrestin GPR151 cells, luminescence; activation, % at 11.2 µM; 650,000 tested, 1% active; AID 1508602; in the data active means activation above about 4.9%;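 further: 0% = median of compound wells and 100% = cells with positive control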
MITF inh – blocks human microphthalmia-associated transcription factor. O75030. AlphaScreen MITF homodimerization, bead proximity signal. inhibition, % at 2.6 µM. 650,000 tested, 0.91% active. AID 1259374; in the data active means inhibition above about 50%;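 further: 0% = vehicle wells with protein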
TEAD-YAP block – TEAD-YAP interaction inhibition | inhibition, % at 9.12 µM | AID 1259422 | 640,000 tested, 1.4% active | HEK-TIYL cells, TEAD-Gal4/YAP UAS-luciferase luminescence; in the data active means inhibition above about 32%;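 further: 0% = median of test compound wells and 100% = reference inhibitor wells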
The depositor's hits bear a star.

The first 5 compounds, ahead of the listing:
Second line of a record: FBW7 act	GPR151 ag	MITF inh	TEAD-YAP block
Cc1ccc(N2C(=O)c3cccc([N+](=O)[O-])c3C2=O)c(O)c1
    0.0	-0.6	17	-2
c1cnc(N2CCN(Cc3c4ccccc4cc4ccccc34)CC2)nc1
    0.0	-0.1	-6	5
Cc1ccc(C(=O)CN2C(=O)C(C)Oc3ccc(C)cc32)cc1 (centres undefined)
    0.2	-0.6	22	-13
O=C(NCc1ccc(Cl)cc1)c1ccc(COCC(F)(F)F)o1
    -0.1	4.8	8	12
COc1ccc(OCC(O)Cn2c(NC3CCCCC3)nc3c2c(=O)n(C)c(=O)n3C)cc1 (centres undefined)
    0.1	0.1	0	2

Results, previewed entries included:
Second line of a record: FBW7 act	GPR151 ag	MITF inh	TEAD-YAP block
Cc1ccc(N2C(=O)c3cccc([N+](=O)[O-])c3C2=O)c(O)c1
    0.0	-0.6	17	-2
c1cnc(N2CCN(Cc3c4ccccc4cc4ccccc34)CC2)nc1
    0.0	-0.1	-6	5
Cc1ccc(C(=O)CN2C(=O)C(C)Oc3ccc(C)cc32)cc1 (centres undefined)
    0.2	-0.6	22	-13
O=C(NCc1ccc(Cl)cc1)c1ccc(COCC(F)(F)F)o1
    -0.1	4.8	8	12
COc1ccc(OCC(O)Cn2c(NC3CCCCC3)nc3c2c(=O)n(C)c(=O)n3C)cc1 (centres undefined)
    0.1	0.1	0	2
Cc1ccc(C(=O)CC23CC4CC(CC(C4)C2)C3)cc1
    -0.1	1.1	3	11
Cc1cc(S(=O)(=O)NCC(C)C)ccc1OCC(=O)NC1CCCCC1
    0.8	-2.4	10	8
C=CCSc1ncccc1C(=O)NC(C)C
    1.0	-1.4	9	-8
Cc1ccc(C)c(N(C)S(=O)(=O)c2ccc3[nH]cc(C(=O)NC(C)C)c(=O)c3c2)c1
    0.3	-1.4	4	4
COc1cccc(C(=O)NCCCS(=O)(=O)N2CCN(c3ncccn3)CC2)c1OC
    0.1	-0.2	2	6
Cc1cc(S(=O)(=O)N2CCc3ccccc32)ccc1F
    0.1	0.5	-4	16
COC(=O)Cn1c2ccccc2c2nc(=O)cc(C)n21
    0.1	1.3	-2	3
O=C(NCCCc1ccccc1)C1CC12CCN(C(=O)/C=C/c1cnc[nH]1)CC2 (centres undefined)
    0.0	-0.7	11	12
Cc1cc(C)cc(N(CC(=O)NC2CCCCC2)C(=O)CCC(=O)Nc2nccs2)c1
    0.2	1.5	5	8
CCOC(=O)/C(C#N)=C1\C(=O)Nc2ccccc21
    0.1	0.4	-1	5
COc1ccc(C(N)=O)cc1NC(=O)CSc1nc2ccccc2c(=O)n1CCNC(C)=O
    -0.2	1.6	4	-8
CCOC(=O)/C(C#N)=C/c1ccc(-c2ccc(C)c([N+](=O)[O-])c2)o1
    0.0	1.9	16	6
COc1ccc(NC(=O)c2ccccc2OC(C)C(=O)Nc2nccs2)c([N+](=O)[O-])c1 (centres undefined)
    0.1	0.1	6	8
Cc1ccc(CN2CCN3C(=O)[C@H](Cc4ccccc4)N(C)C(=O)[C@H]3C2)cc1
    0.0	-1.2	-2	-8
COc1ccc(-c2cc(-c3ccccc3)nc(N3CCCCC3)c2C#N)cc1
    0.0	0.1	-5	3
COc1ccc(C2c3c(noc3C)CC(C)(O)C2C(C)=O)cc1 (centres undefined)
    0.0	0.8	0	0
CCC(=O)N1N=C(c2ccccc2)CC1Cc1cc2cccc(C)c2nc1Cl (centres undefined)
    1.4	0.3	15	-1
O=C(c1cc2nc(-c3ccc4c(c3)OCO4)cc(C(F)(F)F)n2n1)N1CCCCCC1
    0.0	-0.6	-1	2
O=C(CSc1nnc(NC(=O)c2ccccc2[N+](=O)[O-])s1)Nc1ccc(F)cc1
    0.2	-5.4	10	-9
COc1ccc(S(=O)(=O)NCc2ccc(C(=O)NCCc3ccc(OC)c(OC)c3)cc2)cc1
    -0.1	1.1	5	0
COc1ccc(/C=C(\C#N)C(=O)Nc2ccccc2Cl)cc1[N+](=O)[O-]
    -0.2	0.4	-2	2
CC1=C(C(N)=O)C(c2ccc(Cl)cc2Cl)NC(=O)N1 (centres undefined)
    0.2	-0.6	15	4
Cc1nc2ncccn2c1-c1csc(Nc2ccc(Br)cc2Br)n1
    -0.1	-0.6	0	10
c1nc(N2CCOCC2)c2c3c(sc2n1)CCCC3
    -0.1	1.1	1	-4
COC(=O)Cc1c(C)c2ccc(OCC(=O)N3CCc4ccccc4C3)c(C)c2oc1=O
    -0.1	3.1	-5	-8

Other records.
Second line of a record: FBW7 act	GPR151 ag	MITF inh	TEAD-YAP block
CC(=O)Oc1ccc(C(=O)Nc2ccccc2O)cc1
    -0.1	-3.2	-9	-51
C=CCN1C(=O)c2oc3ccccc3c(=O)c2C12C(=O)N(C)c1ccccc12 (centres undefined)
    0.0	1.3	-12	0
Cc1ccc(CC2(CCC(=O)N3CCCC(c4nc5ccccc5[nH]4)C3)CCC(=O)N2)cc1 (centres undefined)
    0.2	0.4	0	5
CCCN1Cc2cccc(C(=O)NC3CCCCCC3)c2C1=O
    0.5	-0.7	10	12
CC1=C(C(=O)OC2CCCC2)C(c2ccc(Br)s2)NC(=O)N1 (centres undefined)
    0.2	2.4	10	5
CCCNC(=O)C1c2ccccc2Oc2ccccc21
    0.1	-1.1	16	-4
COc1cc(C=Nc2cccc(CO)c2)cc(OC)c1OC
    0.0	1.5	-6	-4
CSc1nnc2c(n1)OC(c1ccc(-c3ccc(F)cc3)o1)N(C(C)=O)c1ccccc1-2 (centres undefined)
    0.3	0.3	22	-12
Cc1ccc2c(c1)C(O)(CC(=O)c1ccc(Cl)cc1)C(=O)N2 (centres undefined)
    0.0	2.4	-3	-1
Cc1ccc(NC(=S)N(CCCN2CCOCC2)Cc2ccco2)cc1C
    -0.1	-0.1	-4	-4
CCC1C=CCC2C(=O)N(CC(=O)Nc3ccc(Cl)c(Cl)c3)C(=O)C12 (centres undefined)
    0.0	1.1	-6	-12
Cc1[nH]nc2nc(SCC(=O)NCCc3ccccc3)n(-c3cccc(Cl)c3)c(=N)c12
    0.0	-0.7	3	-9
CNC(=O)C(NC(=O)c1ccccc1)C(C)C (centres undefined)
    0.7	-1.7	6	-5
CN(C)c1ccc(C2Nc3ccccc3NC3=C2C(=O)CC(c2cccs2)C3)cc1 (centres undefined)
    0.0	1.2	-13	-2
CC(=O)Oc1cccc(C(=O)Nc2ccc3c(c2)C(=O)N(c2ccccc2)C3=O)c1
    0.9	-1.6	15	11
CCCn1c(SCC(=O)Nc2nc(C)cs2)nnc1-c1ccccn1
    0.1	0.0	8	12
C=CCn1c(=O)c2ccccc2n2c(SCC(N)=O)nnc12
    0.0	1.5	-8	-3
O=C1/C(=C/c2ccc(OCc3ccc(F)cc3)cc2)SC(=Nc2ccccc2)N1C1CCCC1
    0.0	0.3	5	-4
COc1ccc(-c2nsc(SCC(=O)NCc3ccco3)n2)cc1
    0.4	-1.4	24	-4
Clc1ccccc1C1C=C(c2ccc(Br)cc2)Nc2nnnn21 (centres undefined)
    0.1	-1.2	15	-10
Cc1ccc(C)c(C(=O)NCc2ccncc2)c1
    0.2	3.2	2	7
c1ccc(-c2nnc(-c3ccccc3)c3nocc23)cc1
    0.1	-0.2	10	-58
Cc1ncc(CN2CCN(Cc3ccccc3)C(CCO)C2)s1 (centres undefined)
    0.9	0.3	11	12
CN1CCN(C(=O)CN2N=C(c3ccccc3)CCC2=O)CC1
    -0.1	-0.2	1	-7
NC(=O)c1ccc(NC(=O)COC(=O)c2ccccc2Oc2ccccc2)cc1
    0.0	-0.2	3	-2
COCCNC(=O)CC(NS(=O)(=O)c1ccc(NC(C)=O)cc1)C(C)C (centres undefined)
    0.6	-1.6	11	8
O=C(COC(=O)c1cccnc1Nc1ccccc1F)c1ccc2c(c1)OCCO2
    -0.1	0.7	-6	-4
CCOC(=O)c1c(C)c(C(=O)NC(C)COC)c(C)n1Cc1ccccc1 (centres undefined)
    0.0	1.5	17	11
COc1ccc(-n2cc(C(=O)N3CCC(Cc4ccccc4)CC3)c3ccccc3c2=O)cc1
    0.1	1.8	7	8
CCOC(=O)c1c(NC(=O)CSc2nc3sc4c(c3c(=O)n2-c2ccccc2)CCCC4)sc2c1CCC(C)C2 (centres undefined)
    0.6	0.0	12	8

(more compounds)
SMILES	FBW7 act	GPR151 ag	MITF inh	TEAD-YAP block
O=C(Nc1ccccc1Cl)c1cccc(NC(=O)C2C3CC4OC(=O)C2C4C3)c1 (centres undefined)	0.0	-1.0	-10	14
NC(=O)c1ccnc(-c2ccc(C(=O)NC3CC3)cc2)c1	-0.2	1.9	10	2
Nc1cc(N)nc(SCc2cc(=O)oc3cc4c(cc23)CCC4)n1	0.2	-1.7	1	-10
CCOc1cc(CNC(CC)CO)c(Cl)cc1OC(C)C (centres undefined)	0.2	-1.0	0	7
CCNc1nc(NCc2cccnc2)c2[nH]cnc2n1	-0.1	-0.9	18	-4
COc1ccc(NC(=O)c2c[nH]n3c(=O)cc(C4CCNCC4)nc23)cc1OC	-0.2	-1.3	10	5
COc1ccccc1CNC(=O)COc1ccc(Br)cc1Cl	0.0	12*	11	2
COc1ccc(/C=C(\C#N)C(=O)Nc2c(C)cccc2C)cc1	0.0	-0.2	-7	-2
COCCCn1c(C(=O)Nc2ccccc2Cl)cc2c(=O)n(C)c(=O)n(C)c21	-0.1	-1.0	5	-2
CCOC(=O)c1c(NC(=S)NC(=O)c2ccccc2Br)sc2c1CCCC2	-0.1	1.1	-3	6
CC(=O)c1cccc(NC(=O)CSc2nnc(-c3ccncc3)n2Cc2ccccc2)c1	-0.2	0.0	-24	4
CCOCCCNC(=S)N(CCCO)Cc1cc2ccc(OC)cc2[nH]c1=O	0.1	0.7	6	-1
CC(C)c1nnc(NC(=O)c2ccc(N3C(=O)c4ccccc4C3=O)cc2)s1	0.0	-0.7	-2	-51
COc1cc(Nc2cc(N3CC(C)CC(C)C3)c3noc4c3c2C(=O)c2ccccc2-4)cc(OC)c1OC (centres undefined)	-0.2	-0.3	5	2
CCOC(=O)C1CCCN(c2c(NCCCN3CCN(C)CC3)c(=O)c2=O)C1 (centres undefined)	0.0	-0.5	-3	5
COc1ccc(S(=O)(=O)N(C)C2(C)CCS(=O)(=O)C2)cc1OC (centres undefined)	-0.1	-1.7	12	-5
COc1cccc(N=Cc2cc(Br)ccc2O)c1	-0.1	1.2	6	13
C=CCC(=O)NC(C)c1cnn(-c2ccccc2C)c1C (centres undefined)	0.0	-0.5	-15	-17
Cc1cc2nnc(SCC(=O)N3CCN(c4ccccc4)CC3)n2c(N)n1	0.2	1.3	13	-14
CC(=O)c1sc2nc(SCC(=O)NCCc3ccccc3)[nH]c(=O)c2c1C	0.4	0.4	15	16
CCOc1ccc2nc(SCC(=O)Nc3cccc(NC(C)=O)c3)c(C)cc2c1	-0.1	0.5	-3	0
CCOc1cc(C2C(C(=O)c3ccc(C)cc3)=C(C(=O)OC)Nc3nnnn32)ccc1O (centres undefined)	0.3	-0.6	23	11
COc1ccc(CN2CCN(CC(C)(C)C)CC2CCO)c(C)c1C (centres undefined)	0.7	-1.2	14	9
CN1C(=O)NC2C1N(S(C)(=O)=O)CCN2S(C)(=O)=O (centres undefined)	0.1	-1.3	17	0
COc1ccc(-c2ncc(C(=O)Nc3ccc(N4CCOCC4)cc3)s2)cn1	0.0	-0.1	13	-1
CCOC(=O)C1=CC2(SC=C(C(=O)OCC)S2)C2=C(S1)C(C)(C)N(C(=O)Cc1ccccc1)c1ccc(OCC)cc12 (centres undefined)	0.9	-0.5	12	3
N#Cc1ccc(OCc2cccc(F)c2)cc1	0.3	1.7	-5	-19
FC(F)(F)c1cc(-c2cccs2)c2nncn2n1	-0.1	-0.5	-11	-12
Cc1cc(N2CCCCC2)nc2ccc(NC(=O)c3ccc(Cl)nc3)cc12	0.1	2.4	1	-6

Ordered by SMILES length (low to high): 3 of the compounds above.
SMILES	FBW7 act	GPR151 ag	MITF inh	TEAD-YAP block
CN1C(=O)NC2C1N(S(C)(=O)=O)CCN2S(C)(=O)=O (centres undefined)	0.1	-1.3	17	0
COCCCn1c(C(=O)Nc2ccccc2Cl)cc2c(=O)n(C)c(=O)n(C)c21	-0.1	-1.0	5	-2
CCOc1cc(C2C(C(=O)c3ccc(C)cc3)=C(C(=O)OC)Nc3nnnn32)ccc1O (centres undefined)	0.3	-0.6	23	11
